proCasp3 act: activates human procaspase-3 | activation, % at 8.5 µM | recombinant procaspase-3 D3A, Ac-DEVD-pNA absorbance 405 nm | actives 0.11% (n = 330,000) | P42574;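 active = activation above the mean of all tested compounds plus 3 SD, cut at about 21% in these data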;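 also: 0% = DMSO alone and 100% = DMSO wells spiked with extra 5 µM PC-3 D3A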
Target sequence (P42574 whole entry D9A/D28A/D175A): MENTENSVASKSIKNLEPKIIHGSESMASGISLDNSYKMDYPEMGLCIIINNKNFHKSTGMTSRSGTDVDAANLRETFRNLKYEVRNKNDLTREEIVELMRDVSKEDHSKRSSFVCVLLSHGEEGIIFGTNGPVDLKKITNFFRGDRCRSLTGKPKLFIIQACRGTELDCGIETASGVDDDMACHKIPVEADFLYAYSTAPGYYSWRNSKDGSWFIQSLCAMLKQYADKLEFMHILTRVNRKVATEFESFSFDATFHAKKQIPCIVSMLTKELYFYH
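Technique: 405 nm absorbance of p-nitroaniline, reads at 0 and 120 min; Test system: Procaspase-3 D3A mutant; Incubation: 1 h enzyme-compound preincubation, then 2 h substrate reaction, 25 °C; Repeats: singlicate, each compound tested once; Benchmarks: low control DMSO wells, high control DMSO plus 5 µM PC-3 D3A.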
Efflux pump inh: inhibitors of Candida antifungal efflux pumps expressed in yeast; actives 0.44% (n = 330,000); S. cerevisiae Candida pump triplex, Nile Red efflux; AID 485275; inhibition, % at 10 µM;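 active = plate passing quality check with inhibition over a set limit, or well fluorescence over plate mean plus 4 SD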;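 also: Nile Red retained in pooled yeast measured as flow cytometry median fluorescence; 0% = buffer negative control and 100% = Enniatin B positive control; higher means more Nile Red kept so more efflux inhibition; some compounds called inactive have numbers as strong as hits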
PP5 primary: inhibitors of human protein phosphatase 5 (PP5). P53041. inhibition, % at 6.7 µM. purified PP5c, OMFP substrate fluorescence. AID 1987. actives 0.18% (n = 320,000);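 active = inhibition above the campaign's mean inhibition across all tested compounds plus 3 SD, cut at about 9.5% in these data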;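 also: 0% = DMSO only and 100% = 100 µM cantharidin control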
proCasp7 act: counter-screen: procaspase-7 (human) activation; P55210; recombinant procaspase-7, Ac-DEVD-pNA absorbance 405 nm; D23A/D198A/D206A triple mutant, cannot self-cleave; scale: DMSO 0, 5 µM enzyme 100; activation, % at 8.5 µM; actives 0.093% (n = 330,000);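 active = percent activation above the screen-wide mean plus 3 SD, cut at about 25% in these data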
Target sequence (P55210 whole entry D23A/D198A/D206A): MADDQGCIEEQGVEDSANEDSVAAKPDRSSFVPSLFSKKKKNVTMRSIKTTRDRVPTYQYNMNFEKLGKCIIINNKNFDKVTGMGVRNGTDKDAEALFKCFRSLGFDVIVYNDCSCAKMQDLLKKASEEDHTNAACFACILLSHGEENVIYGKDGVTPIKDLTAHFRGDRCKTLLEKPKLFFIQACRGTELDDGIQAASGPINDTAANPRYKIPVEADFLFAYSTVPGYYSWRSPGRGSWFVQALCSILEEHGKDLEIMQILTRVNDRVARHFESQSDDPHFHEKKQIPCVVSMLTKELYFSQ
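System: Procaspase-7 triple mutant (PC-7 D3A); measure: % activation from two-timepoint absorbance difference, scaled to controls; times: 1 h compound preincubation, 2 h substrate cleavage, 25 °C; also added: Ac-DEVD-pNA substrate, 400 µM as added; measured by: Epi-absorbance of released pNA at 405 nm, two timepoints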
PP1 inh: blocks human PP1-alpha phosphatase, a PP5 counter-screen; P62136; purified PP1alpha, OMFP fluorescence; inhibition, % at 6.7 µM; actives 0.9% (n = 320,000);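 active = inhibition above the mean inhibition of all tested compounds plus 3 SD, computed separately for each screening campaign, cut at about 15% in these data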
Target sequence (P62136 whole entry, looked up): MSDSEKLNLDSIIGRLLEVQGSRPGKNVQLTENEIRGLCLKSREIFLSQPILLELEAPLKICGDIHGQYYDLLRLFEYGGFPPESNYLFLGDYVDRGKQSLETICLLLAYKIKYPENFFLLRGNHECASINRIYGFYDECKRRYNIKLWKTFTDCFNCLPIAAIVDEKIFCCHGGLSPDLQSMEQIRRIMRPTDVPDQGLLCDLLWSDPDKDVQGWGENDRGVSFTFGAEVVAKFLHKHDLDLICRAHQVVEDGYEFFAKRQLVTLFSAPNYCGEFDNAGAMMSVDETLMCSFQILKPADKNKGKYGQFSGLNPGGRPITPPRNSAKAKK
TPT1 inh: blocks Candida albicans tRNA 2'-phosphotransferase. recombinant caTPT1, FP RNA substrate dephosphorylation. inhibition, % at 5 µM. actives 0.81% (n = 300,000);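 active = inhibition above the mean of all tested compounds plus 3 SD, set per screening campaign, cut at about 24% in these data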;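 also: plate controls were DMSO alone for no effect and ferristatin control at 100 nM for full effect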
core dimer inh: HCV core protein dimerization inhibition; TR-FRET GST/Flag-core106 dimerization, 1536-well; inhibition, % at 5 µM; actives 0.33% (n = 300,000); AID 1899;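 active = inhibition above the mean of all tested compounds plus 3 SD, set per screening campaign, cut at about 45% in these data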
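Assay system – GST-tagged and Flag-tagged HCV core protein residues 1-106 · Quantity – core106 proteins, GST 13.5 nM and Flag 17 nM · Benchmarks – unlabelled core106 and no-GST-core106 wells · Read-out basis – percent inhibition of core106 dimerization signal · Detection – time-resolved FRET, ex 340 nm, em 617 and 671 nm · Schedule – 4 h at 22.5 °C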
GASC-1 inh: inhibitors of human GASC-1 (JMJD2C) demethylase; Q9H3R0; GST-JMJD2C(1-420) H3K9me3 demethylation, DELFIA europium; inhibition, % at 2.35 µM; actives 0.069% (n = 330,000); AID 2099;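 active = more than half of a compound's replicate wells show inhibition beyond 50%, single wells judged on their own value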;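 also: signal counts dimethyl H3K9 product captured on neutravidin plate; 0% = median of DMSO wells and 100% = 0.3 times that DMSO median; strong numbers were not always called active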
Fh CTSL1 inh: cathepsin L1 inhibition, PFM18AAP counter-screen. AID 1906. recombinant F. hepatica cathepsin L1, Z-Leu-Arg-MCA fluorescence. actives 0.49% (n = 300,000). inhibition, % at 5.96 µM;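 active = inhibition above the mean of all tested compounds plus 3 SD, set per screening campaign, cut at about 17% in these data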;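 also: 0% = plate median of test compound wells and 100% = 1 µM Z-Phe-Ala-diazomethylketone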
An asterisk follows results filed as active; nt = no result given.

SMILES	proCasp3 act	Efflux pump inh	PP5 primary	proCasp7 act	PP1 inh	TPT1 inh	core dimer inh	GASC-1 inh	Fh CTSL1 inh
Cc1ccc(Cn2nc(C)c(C(=O)N3CCN(S(=O)(=O)/C=C/c4ccccc4)CC3)c2C)cc1	7	0.0	2.5	10	0	nt	nt	-1	nt
Cc1cccc(NC(=O)CSc2nnc(C3CC3)n2CC2CCCO2)c1 (stereo unspecified)	7	0.5	3.7	-5	0	-4	-20	17	2
O=C(CCl)Nc1sccc1C(=O)c1ccccc1	-5	-0.1	1.7	0	1	1	-2	8	14
Cc1cccc(C)c1NC(=O)C1CCCN1S(=O)(=O)c1ccccc1 (stereo unspecified)	6	0.4	0.4	4	3	1	1	7	-2
COc1ccc([N+](=O)[O-])cc1NC(=S)NC(NC(=O)Cc1ccc(OC)c(OC)c1)C(Cl)(Cl)Cl (stereo unspecified)	7	0.4	3.0	2	5	0	20	0	-1
CC(=O)Nc1ccc(NC(=O)Cn2nc([N+](=O)[O-])c(Br)c2C)cc1	-4	-0.1	1.1	4	2	-1	1	-31	-1
O=C(CCc1ccccc1)NCc1ccc(F)cc1	7	-0.1	1.7	-5	1	-3	-4	10	1
Cc1[nH]c(=O)[nH]c(=O)c1NC(=O)c1cccs1	5	0.0	-1.3	-7	-3	-4	-4	-3	1
CCN(CC(=O)Nc1ccc(OC)cc1)C(=O)CN1C(=O)NC(C)(c2ccc3ccccc3c2)C1=O (stereo unspecified)	8	-0.2	2.5	14	0	-2	-8	2	0
Cc1ccc(S(=O)(=O)NCCCCCC(=O)N(C)C)cc1	0	0.0	-2.4	1	-4	-3	-1	12	-2
CCOC(=O)C(C)Sc1cnccn1 (stereo unspecified)	3	-0.3	0.1	5	-1	-5	10	6	0
CCCOC(=O)c1ccc(Nc2nc(C)cc(=O)[nH]2)cc1	5	0.2	-0.1	4	-3	1	-1	6	1
O=C(Nc1ccc(Cl)cc1)C1CCN(C(=O)c2ccco2)CC1	-1	-0.3	-0.6	0	-1	-2	12	-3	-1
C/C(=N\N=C(N)N)c1ccc(Cl)c(Cl)c1	-1	-0.1	0.0	-8	2	-1	-6	-5	1
CCOc1ccc(-n2c(C)nc3cc(C(=O)NCC4CCCO4)ccc32)cc1 (stereo unspecified)	4	0.1	1.5	-5	-1	0	0	-13	0
O=C(Cn1nnc2ccccc21)c1ccccc1	4	0.2	-0.3	9	-2	-3	-5	-1	-2
CCOc1ccc(CCNc2cc(C)nc3ncnn23)cc1OCC	-2	-0.2	0.0	-5	-1	-6	-7	-2	2
CC(=O)C1C(c2cccc(Oc3ccccc3)c2)NC(=O)NC1(O)C(F)(F)F (stereo unspecified)	1	0.0	3.2	3	-3	-2	-2	-2	2
CN(CC(=O)Nc1cccc2c1CCCC2)S(=O)(=O)c1ccc(Cl)cc1	-2	0.2	-1.6	-10	-3	0	2	23	4
Cc1ccc(C(C)C)c(OCCn2ccnc2C)c1	-3	-0.1	-0.9	-4	2	0	9	2	2
O=C(Nc1ccccn1)c1ccc(C(=O)c2ccccc2)cc1	-12	0.0	1.5	-1	2	0	-1	31	0
Cc1cc(N)n(-c2ccc(S(=O)(=O)N3CCOCC3)cc2[N+](=O)[O-])n1	0	0.1	-2.1	4	-4	1	-1	6	-1
CN(CC(=O)NCC(=O)Nc1ccc(F)cc1)C1CCS(=O)(=O)C1 (stereo unspecified)	-1	0.0	-2.5	0	-1	nt	nt	-5	nt
COc1ccc(-c2c(-c3cc(OC)cc(OC)c3)n(C)c3ccc(-c4ccc(OC)c(F)c4)cc23)cc1	6	1.1	nt	6	nt	nt	nt	9	nt
CCOC(=O)C(=O)C1=C(N2CCOCC2)/C(=C\c2ccc(F)cc2)CC1	-11	0.2	2.8	-16	-1	3	9	-7	-2

Copied from the list:
In PP5 primary, CCOc1ccc(-n2c(C)nc3cc(C(=O)NCC4CCCO4)ccc32)cc1 (stereo unspecified) shows 1.5
In Fh CTSL1 inh, CN(CC(=O)Nc1cccc2c1CCCC2)S(=O)(=O)c1ccc(Cl)cc1 shows 4

Next section:
SMILES	proCasp3 act	Efflux pump inh	PP5 primary	proCasp7 act	PP1 inh	TPT1 inh	core dimer inh	GASC-1 inh	Fh CTSL1 inh
CCC12CC3CC(C1)CC(C(=O)Nc1nn[nH]n1)(C3)C2	4	-0.1	-1.1	5	7	-3	-1	-5	3
CCCn1nnnc1NCc1cccc(OC)c1	-10	0.7	1.7	4	1	2	-1	-16	-1
CC(OC(=O)Cc1coc2cc3c(cc12)CCC3)C(=O)NC(N)=O (stereo unspecified)	-8	0.0	1.3	5	-4	2	1	-6	-9
Cc1ccc(-c2nn3c(C)nnc3s2)cc1NC(=O)c1cccs1	-2	0.1	-0.2	6	4	-5	28	3	-3
Cc1ccc(C)c(S(=O)(=O)N2CCN(C(=O)c3n[nH]c(=O)c4ccccc34)CC2)c1	7	0.5	-0.7	-4	-1	nt	nt	0	nt
CN(C)/C=C1\Cc2ccccc2C1=O	-1	-0.2	-0.1	0	-1	2	-1	1	-1
COC(=O)CSc1nnc(NC(=O)/C=C\c2ccc3c(c2)OCO3)s1	-1	0.6	3.4	2	2	-3	4	-8	-1
COc1ccc(N/C(=C(/C(Cl)=C(Cl)Cl)[N+](=O)[O-])n2nnc3ccccc32)cc1OC	-4	0.0	1.0	-15	4	4	0	6	1
Clc1ccc(Nc2ncn[nH]2)c(Cl)c1	1	0.0	0.0	4	-3	-2	-6	6	-2
CC(C)Nc1nc(NC(C)C)nc(C(=O)OCCO)n1	3	0.2	-2.0	0	-4	-1	2	7	0
O=C(Nc1ccccc1Cl)C1CCN(Cc2cnn(-c3ccccc3)c2-n2cccc2)CC1	0	0.2	-1.5	5	-4	4	9	-17	1
CCn1c2ccccc2c2cc(/C=N/NC(=O)c3cc(O)cc(O)c3)ccc21	11	0.0	1.8	14	-6	-2	6	1	3
CCCCN(CCCC)C(=O)c1cn(CC)c2cc(N3CCN(C)CC3)c(F)cc2c1=O	0	0.1	-0.6	-3	1	1	6	-2	0
O=C(NCCN1CCCC1)C1CC(=O)N(C2CCCCC2)C1 (stereo unspecified)	-2	-0.2	-6.5	12	0	2	-8	-5	10
COC(=O)c1ccc(C(c2c(N)n(CC(C)C)c(=O)[nH]c2=O)N2CCN(c3ccccc3)CC2)cc1 (stereo unspecified)	2	0.5	2.8	2	-5	-7	0	-10	2
O=C(NCc1ccncc1)c1ccc(NS(=O)(=O)c2ccc(F)cc2)cc1	3	0.0	1.7	-6	-5	nt	nt	-5	nt
O=C(C1CCCN(S(=O)(=O)c2ccc(Br)s2)C1)N1CCCCCC1 (stereo unspecified)	5	0.0	2.9	5	-5	1	0	-16	-3
Cc1ccc(-c2noc(CSc3nnc(Cc4cccs4)n3-c3ccccc3)n2)cc1	3	-0.2	4.0	-7	6	-3	17	5	3
CCOC(=O)c1c(NC(=O)CSc2ncccn2)sc(C(=O)NC)c1C	3	0.0	0.9	-5	-5	4	3	5	1
CCc1nnc(NC(=O)NCN2C(=O)C3C4C=CC(C4)C3C2=O)s1 (stereo unspecified)	-5	-0.1	-4.2	4	-3	-2	-11	0	6
O=Cc1cn(CC(O)Cn2cc(C=O)c3ccccc32)c2ccccc12	0	0.1	1.5	-12	0	-4	-15	2	0
O=C(OCC(=O)N1CCN(C(=O)c2ccco2)CC1)c1cccc(O)c1	-6	1.6	1.2	6	-8	1	0	1	-4
COc1ccc(N2CCN(C(=O)CSc3nnc(-c4cccnc4)n3-c3ccccc3)CC2)cc1	-2	0.0	2.2	2	-2	2	4	31	-1
O=C1C2C3C=CC(C3)C2C(=O)N1CCCCCCN1C(=O)C2C3C=CC(C3)C2C1=O (stereo unspecified)	1	0.0	-2.2	0	3	-4	-4	nt	-2
CC(=O)N(CCc1ccccc1C)Cc1cc2cc3c(cc2[nH]c1=O)OCO3	1	0.3	5.2	1	-1	-3	6	-4	3

Going on with the list.
SMILES	proCasp3 act	Efflux pump inh	PP5 primary	proCasp7 act	PP1 inh	TPT1 inh	core dimer inh	GASC-1 inh	Fh CTSL1 inh
Cc1ccc(Nc2ccc(S(=O)(=O)N3CCOCC3)cc2[N+](=O)[O-])cc1C	1	0.0	-0.8	7	-2	-2	7	-3	3
Cc1ccnc(N2C(=O)c3ccccc3C2=O)c1	6	0.0	-3.2	-7	-3	0	-5	8	1
COc1ccccc1NCCC(=O)O	2	-0.1	-1.7	7	-6	4	-2	5	-6
O=C(COC(=O)c1cc(S(=O)(=O)N2CCCC2)ccc1O)NCCc1ccccc1	-4	0.3	3.5	5	-1	nt	nt	-2	nt
Cc1nn(-c2ccccc2)c(C)c1NC(=O)COC(=O)c1cccc(OC(F)F)c1	10	0.1	0.3	6	-6	4	-3	46	-1
Cc1ccc(-c2nnc(NCc3nc4ccccc4[nH]3)c3ccccc23)cc1S(=O)(=O)N1CCOCC1	-13	-0.2	2.1	8	8	4	9	1	-2
CC(C)N(CCNC(=O)c1ccc(CS(=O)(=O)c2c(Cl)cccc2Cl)o1)Cc1ccccc1	0	-0.1	0.6	-2	-4	-1	3	-17	2
O=S(=O)(Nc1cccc(-c2ccc3nncn3n2)c1)c1cc(F)ccc1F	2	-0.1	-2.0	-3	2	3	5	1	8
O=C(CN1CCN(S(=O)(=O)c2ccccc2)CC1)NCc1ccccc1	10	-0.2	2.9	7	-2	-3	-1	1	-1
O=C(c1ccc(Cl)cc1)C1CCN(CC(=O)N2CCCCC2)CC1	9	0.4	-1.1	-1	-1	-6	-1	1	4
COCC(CN1CCN(C2=NS(=O)(=O)c3ccccc32)CC1)OC(=O)c1ccc(OC)cc1 (stereo unspecified)	4	-0.1	4.3	6	-1	0	5	16	1
Cn1c(SCc2ccccc2F)nc2ccccc2c1=O	22*	0.0	0.8	6	-5	1	2	7	5
Cc1ccc(S(=O)(=O)N2CCN(C(=O)CSc3nnc(-c4ccco4)o3)CC2)cc1	-6	-0.1	-2.2	-2	-6	-1	0	94	2
O=S1(=O)CC(O)C(Nc2ccccc2Cl)C1 (stereo unspecified)	5	0.0	1.3	2	2	0	-2	-1	-1
COc1ccc(NC(=O)CN2C(=O)NC3(CCCC3)C2=O)c(OC)c1	2	-0.1	-0.4	-4	-1	-1	11	2	1
Cc1csc(NC(=O)c2cc3ccccc3o2)n1	6	0.2	-0.9	2	-1	nt	nt	-2	nt
CCN(CC)CCNC(=O)C1c2cc(OC)c(OC)cc2C(=O)N(C)C1c1cccs1 (stereo unspecified)	6	-0.1	2.3	9	-5	-4	1	1	7
CCCCc1ccc(NC(=S)Nc2ccc(Nc3ccc(OC)cc3)cc2)cc1	-12	0.0	3.2	-13	4	-1	-2	-7	2
CC(OC(=O)c1cc2ccccc2[nH]1)C(=O)N(C)c1ccccc1 (stereo unspecified)	7	0.3	nt	3	nt	nt	nt	8	nt
COc1ccc(C(=O)CN(Cc2ccccc2)C2=NCCS2)cc1	6	-0.1	-0.1	-7	2	0	-10	4	-8
